# Tat export inh: E. coli Tat export inhibitors, primary screen, MC4100, TorA-mCherry reporter, fluorescence, single point. inhibition, % at 10 µM. 340,000 tested, 0.036% active;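 active means mean replicate inhibition at least 50% and at least half of replicates individually reaching 50%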;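 further: exported cargo escapes ClpAP degradation while cytoplasmic cargo is degraded and loses fluorescence; 0% = median of neutral control wells and 100% = median of NaSCN control wells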
# SR-BI HDL uptake: inhibitors of SR-BI mediated HDL lipid uptake, primary screen, ldlA[mSR-BI] cells, fluorescence, single point; Scavenger receptor class B member 1 (Mus musculus), Q61009; ldlA[mSR-BI] CHO cells, DiI-HDL uptake fluorescence, 3 h; inhibition, % at 12.5 µM; 320,000 tested, 0.96% active;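 active means mean replicate inhibition of at least 70% and a set share of replicates each scoring 70 or more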;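 further: 0% = median of neutral control wells and 100% = median of positive control wells; values of inactives mirror those of a sister screen read the other way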
# Target sequence (Q61009 whole entry, looked up): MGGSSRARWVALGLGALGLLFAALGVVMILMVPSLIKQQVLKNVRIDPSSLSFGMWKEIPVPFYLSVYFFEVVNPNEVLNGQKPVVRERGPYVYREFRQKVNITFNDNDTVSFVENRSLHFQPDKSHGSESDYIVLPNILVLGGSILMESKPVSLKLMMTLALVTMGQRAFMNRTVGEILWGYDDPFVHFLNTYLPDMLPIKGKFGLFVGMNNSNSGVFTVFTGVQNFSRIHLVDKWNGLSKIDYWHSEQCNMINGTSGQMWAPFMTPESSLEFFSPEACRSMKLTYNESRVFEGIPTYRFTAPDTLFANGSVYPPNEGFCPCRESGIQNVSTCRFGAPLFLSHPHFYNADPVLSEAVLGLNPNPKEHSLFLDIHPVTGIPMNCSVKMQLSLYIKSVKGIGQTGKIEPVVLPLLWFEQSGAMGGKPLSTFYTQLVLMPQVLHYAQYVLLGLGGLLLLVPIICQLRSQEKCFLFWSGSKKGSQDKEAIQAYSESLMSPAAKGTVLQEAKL
# MITF TRPM1 HTS: activators of MITF-driven TRPM1 promoter reporter, primary screen, cell-based, SK-MEL-5, luciferase, single point | SK-MEL-5 TRPM1-promoter luciferase, 24 h; % of positive control, neutral wells = 0 | activation, % at 12.5 µM | 300,000 tested, 0.75% active | AID 588334, 2011;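 active means mean activation of at least 80% with every replicate also reaching 80%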;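 further: 0% = neutral control wells and 100% = parthenolide positive control wells; values of inactives mirror those of a sister screen read the other way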
# Wnt act: Wnt/beta-catenin pathway activators, primary screen, cell-based, plate reader, single point | Wnt/beta-catenin reporter cell assay, activator | 300,000 tested, 1.2% active | AID 743398, 2014 | activation, % at 9.35 µM; in the data active means activation above about 30%, passing the limit was not always enough;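 further: 0% = neutral control wells and 100% = positive control wells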
# SR-BI uptake up: activators of SR-BI mediated DiI-HDL uptake, primary screen, ldlA[mSR-BI] CHO cells, DiI fluorescence. 3 h; 100 = double the neutral-control signal. activation, % at 12.5 µM. 320,000 tested, 0.096% active;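 active means mean replicate activation of at least 60% and every replicate at or above 60%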;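 further: 0% = median plate neutral-control signal and 100% = twice that signal; values of inactives mirror those of a sister screen read the other way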
#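 Assay system: CHO ldlA[mSR-BI] cells, LDL receptor-null, SR-BI overexpressing; medium: Ham's F12 with 0.5% BSA, HEPES 25 mM, pH 7.4; also added: DiI-HDL 10 µg/mL; timing: 3 h uptake period with compound, 37 °C; signal: DiI fluorescence, bottom read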
# CAL PDZ FP-1: untagged CAL PDZ binding inhibitors, primary screen, biochemical, fluorescence polarization, HTS; Golgi-associated PDZ and coiled-coil motif-containing protein (Homo sapiens), Q9HD26; purified CAL PDZ, TMR-peptide fluorescence polarization, 1 h; inhibition, % at 24.9 µM; AID 602252, 2012; 300,000 tested, 0.92% active;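 active means mean inhibition of at least 30% with at least half of replicates also reaching 30%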;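 further: 0% = DMSO neutral control and 100% = excess unlabeled competitor peptide PRC23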
# phage Ecoli inh: growth loss of phage-infected E. coli, primary screen, RecBCD inhibitor project, absorbance, with phage, HTS; inhibition, % at 11.9 µM; 360,000 tested, 0.26% active; AID 651602, 2012; in the data active means inhibition above about 11%
# AddAB inh: growth inhibition of E. coli expressing H. pylori AddAB, primary screen, AddAB inhibitor project, absorbance; AID 435030, 2010; inhibition, % at 11.9 µM; 330,000 tested, 0.29% active; in the data active means inhibition above about 12%;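 further: 0% = vehicle wells of infected cells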
# CAL PDZ FP-2: CAL PDZ peptide-binding inhibitors, primary screen, biochemical, fluorescence polarization, Cer-tagged CAL PDZ, HTS; Golgi-associated PDZ and coiled-coil motif-containing protein (Homo sapiens), Q9HD26; purified CAL PDZ, TMR-peptide fluorescence polarization, 1 h; inhibition, % at 20 µM; 330,000 tested, 0.02% active; AID 504414, 2011;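 active means highest replicate inhibition of at least 40%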;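 further: plate controls were DMSO neutral control wells for no effect and unlabeled competitor peptide control wells for full effect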
#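 material = purified tagged CAL PDZ domain construct (CerCALP) | compound dosing = 20 µM, one dose | times = 1 h at RT | measured by = fluorescence polarization from S- and P-plane intensities, G-factor corrected | read-out = inhibition from polarization loss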
# Ecoli viability: E. coli V3065 growth inhibition, primary screen, counter-screen for AddAB inhibitor project, absorbance, OD600; inhibition, % at 11.9 µM; 18 h; 330,000 tested, 0.27% active;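 active means inhibition above the campaign's mean inhibition across all tested compounds plus 3 SD, cut at about 9.9% in these data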;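 further: uninfected addAB+ strain grown without phage in ampicillin broth; 0% = DMSO wells and 100% = ciprofloxacin 0.95 µg/ml wells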
# Numbers without * were called inactive; x = not tested or not shown.
[1] COC(=O)c1nnn(-c2ccc(F)c(Cl)c2)c1C(=O)OC
[2] CN(C(=O)COc1ccc(S(=O)(=O)N2CCOCC2)cc1[N+](=O)[O-])C1CCS(=O)(=O)C1 (stereo not drawn)
[3] N#Cc1c(NC(=O)c2ccc(N3CCOCC3)c([N+](=O)[O-])c2)sc2c1CCCC2
[4] COc1c(F)c(F)c(C(=O)O)c(Nc2cccc(C)c2)c1F
[5] CCOC(=O)C1CCN(CC(O)COc2ccc(C(C)(C)C)cc2)CC1 (stereo not drawn)
[6] COc1cc2c(cc1OC)C(NC(=O)C(F)(F)F)CNC2=O (stereo not drawn)
compound no.	1	2	3	4	5	6
SR-BI HDL uptake	-7.0	-42.5	83.7*	-16.7	-33.5	-3.2
Tat export inh	-5.4	1.4	-1.7	-3.3	-8.3	22.2
CAL PDZ FP-2	-2.6	0.3	-0.2	-0.2	-0.2	1.2
phage Ecoli inh	3.1	2.8	2.1	1.6	5.3	1.7
Ecoli viability	-2.1	2.6	-2.8	-1.2	0.9	-1.8
SR-BI uptake up	7.0	42.5	-83.7	16.7	33.5	3.2
Wnt act	-3.8	12.6	-5.5	6.0	x	14.3
CAL PDZ FP-1	-2.1	3.9	-4.3	-3.0	-2.2	7.5
AddAB inh	0.8	0.6	2.1	0.9	1.0	0.2
MITF TRPM1 HTS	-10.2	2.4	3.6	0.3	15.4	8.8

[7] CC1CCCCN1C(=O)CSc1nnc2c(n1)[nH]c1ccccc12 (stereo not drawn)
[8] CN(CC(=O)Nc1ccccc1Cl)C(=O)COC(=O)c1ccc([N+](=O)[O-])s1
[9] O=C(O)Cc1c(-c2ccccc2)c2cc(Br)ccc2[nH]c1=O
[10] O=c1cc(-c2ccc(Cl)cc2)oc(=O)[nH]1
[11] CC(C)Cc1nnc(NC(=O)CCc2ccccc2)s1
[12] COc1ccc(C(=O)NCc2ccco2)cc1S(=O)(=O)NC1CC1
compound no.	7	8	9	10	11	12
SR-BI HDL uptake	-16.8	-18.2	x	-21.8	-14.1	-5.1
Tat export inh	-9.4	-23.6	-5.5	-7.0	3.7	-5.7
CAL PDZ FP-2	-2.7	-0.4	-4.8	1.2	-0.2	-0.8
phage Ecoli inh	0.8	-2.8	0.5	1.8	3.5	-1.1
Ecoli viability	0.7	1.5	-0.8	0.0	0.3	-0.1
SR-BI uptake up	16.8	18.2	x	21.8	14.1	5.1
Wnt act	0.9	-2.8	1.1	1.8	2.0	2.3
CAL PDZ FP-1	-7.3	-3.0	-4.7	x	-1.9	10.3
AddAB inh	0.8	1.7	-1.6	4.3	0.8	1.9
MITF TRPM1 HTS	21.8	-36.0	0.6	-5.1	x	3.2

[13] S=C1NCN(C2CCCCC2)CN1CCc1ccccc1
[14] Cc1cccc(C(=O)OCC(=O)NN2C(=O)NC3(CCCCC3)C2=O)c1
[15] CCc1nnc(NC(=O)CCC(=O)Nc2ccccc2)s1
[16] Clc1ccc(-c2cc(C3CCNCC3)[nH]n2)c(Cl)c1
[17] Cc1cc(NC(=O)c2ccc3c(c2)C(=O)N(Cc2cccnc2)C3=O)no1
[18] CC(OC(=O)CC1CC2CCC1C2)C(=O)Nc1cccc(S(=O)(=O)N2CCOCC2)c1 (stereo not drawn)
compound no.	13	14	15	16	17	18
SR-BI HDL uptake	x	-15.7	-3.3	-11.0	11.6	23.0
Tat export inh	x	2.2	0.5	-7.3	-4.6	3.9
CAL PDZ FP-2	x	-0.2	0.3	-1.4	-0.1	-1.9
phage Ecoli inh	-0.4	0.9	0.6	2.2	0.1	3.8
Ecoli viability	0.8	-0.3	0.6	-1.9	-1.2	0.2
SR-BI uptake up	x	15.7	3.3	11.0	-11.6	-23.0
Wnt act	-3.2	0.6	-0.4	-2.6	-7.2	-5.6
CAL PDZ FP-1	x	x	-2.5	4.8	-4.2	-2.5
AddAB inh	1.5	-2.6	0.2	3.5	1.0	3.7
MITF TRPM1 HTS	x	-10.1	6.3	15.0	x	3.5

# Excerpt: compounds 8–15
[8] CN(CC(=O)Nc1ccccc1Cl)C(=O)COC(=O)c1ccc([N+](=O)[O-])s1
[9] O=C(O)Cc1c(-c2ccccc2)c2cc(Br)ccc2[nH]c1=O
[10] O=c1cc(-c2ccc(Cl)cc2)oc(=O)[nH]1
[11] CC(C)Cc1nnc(NC(=O)CCc2ccccc2)s1
[12] COc1ccc(C(=O)NCc2ccco2)cc1S(=O)(=O)NC1CC1
[13] S=C1NCN(C2CCCCC2)CN1CCc1ccccc1
[14] Cc1cccc(C(=O)OCC(=O)NN2C(=O)NC3(CCCCC3)C2=O)c1
[15] CCc1nnc(NC(=O)CCC(=O)Nc2ccccc2)s1
compound no.	8	9	10	11	12	13	14	15
SR-BI HDL uptake	-18.2	x	-21.8	-14.1	-5.1	x	-15.7	-3.3
Tat export inh	-23.6	-5.5	-7.0	3.7	-5.7	x	2.2	0.5
CAL PDZ FP-2	-0.4	-4.8	1.2	-0.2	-0.8	x	-0.2	0.3
phage Ecoli inh	-2.8	0.5	1.8	3.5	-1.1	-0.4	0.9	0.6
Ecoli viability	1.5	-0.8	0.0	0.3	-0.1	0.8	-0.3	0.6
SR-BI uptake up	18.2	x	21.8	14.1	5.1	x	15.7	3.3
Wnt act	-2.8	1.1	1.8	2.0	2.3	-3.2	0.6	-0.4
CAL PDZ FP-1	-3.0	-4.7	x	-1.9	10.3	x	x	-2.5
AddAB inh	1.7	-1.6	4.3	0.8	1.9	1.5	-2.6	0.2
MITF TRPM1 HTS	-36.0	0.6	-5.1	x	3.2	x	-10.1	6.3

# Following part.
[19] O=C(NCC(=O)N1CCN(Cc2ccc3c(c2)OCO3)CC1)c1ccccc1F
[20] Cc1c(NC(=O)CSc2nnnn2C)c(=O)n(-c2ccccc2)n1C
[21] CCOC(=O)c1c(NC(=O)C2=C(C)NC(=S)NC2c2ccc(F)cc2F)sc(C)c1C (stereo not drawn)
[22] Cc1ccc(C(=O)NC2c3ccccc3-c3ccccc32)cc1
[23] O=C(CCN1C(=O)c2ccccc2C1=O)NC1=NCCS1
[24] CCOC(=O)C1(CCc2ccccc2)CCN(Cc2ccc(C(=O)OC)cc2)CC1
compound no.	19	20	21	22	23	24
SR-BI HDL uptake	-2.9	-21.9	52.5	-3.8	-15.4	13.1
Tat export inh	-3.1	-1.5	4.6	-4.9	4.5	7.6
CAL PDZ FP-2	0.6	0.7	-0.1	-2.8	-2.1	-1.0
phage Ecoli inh	1.8	-1.1	2.0	2.5	1.6	1.8
Ecoli viability	-0.2	-0.5	-1.0	-0.4	-0.5	0.3
SR-BI uptake up	2.9	21.9	-52.5	3.8	15.4	-13.1
Wnt act	-2.0	x	-1.1	-12.1	-1.5	0.7
CAL PDZ FP-1	-3.2	-7.6	-1.0	-1.1	-4.0	x
AddAB inh	-0.3	1.5	2.0	0.2	3.1	3.3
MITF TRPM1 HTS	-1.2	2.8	7.3	-18.2	x	-9.4

[25] Cc1nc(Cl)c(C(=O)NCc2ccccc2)c(C)c1[N+](=O)[O-]
[26] CCCNC(=O)Cn1c(=O)oc2cc(S(=O)(=O)N3CC(C)CC(C)C3)ccc21 (stereo not drawn)
[27] CCC(CC)NC(=O)Nc1ccc(F)cc1F
[28] CC1CCCCC1NCC(=O)Nc1ccccc1-c1ccccc1 (stereo not drawn)
[29] CCc1ccc(OCC(=O)Nc2ccc(S(=O)(=O)Nc3cc(C)on3)cc2)c(Br)c1
[30] COc1ccc(-c2cc(C(=O)N3CCN(c4ncccn4)CC3)c3ccccc3n2)c(OC)c1
compound no.	25	26	27	28	29	30
SR-BI HDL uptake	8.9	-11.5	-20.7	-23.4	6.0	33.3
Tat export inh	0.8	4.6	1.6	8.4	4.3	2.6
CAL PDZ FP-2	-0.3	-2.2	-3.4	-1.8	-3.5	-0.4
phage Ecoli inh	1.0	3.0	3.5	0.2	-0.4	1.0
Ecoli viability	-0.7	0.4	-2.0	-1.1	1.0	-1.4
SR-BI uptake up	-8.9	11.5	20.7	23.4	-6.0	-33.3
Wnt act	2.2	1.3	x	x	0.8	-1.7
CAL PDZ FP-1	-5.4	-2.4	-4.4	-1.1	-5.9	0.7
AddAB inh	-0.6	-1.1	1.1	0.4	2.5	5.0
MITF TRPM1 HTS	0.9	19.6	-4.2	-1.5	4.3	1.3

[31] CCOC(=O)c1c(NC(=O)CCN2C(=O)c3ccccc3C2=O)sc(C(=O)OC(C)C)c1C
[32] CC(C)N1C(=O)CCN(C=O)c2ccccc21
[33] O=C(CN1CCN(c2nc(-c3ccccc3)cs2)CC1)NNC(=O)c1ccc(Br)cc1
[34] O=c1[nH]c(=O)n(-c2ccc(F)cc2)c2c1C(C(F)(F)F)(C(F)(F)F)N=C(c1ccc(F)cc1)N2
[35] N#Cc1cc(N)ccc1Sc1ccc(Cl)cc1
[36] COc1ccc(C)cc1NC(=O)NNC(=O)C(C)Oc1ccc(F)cc1Cl (stereo not drawn)
compound no.	31	32	33	34	35	36
SR-BI HDL uptake	73.1*	-25.2	30.2	-1.3	-0.3	60.7
Tat export inh	4.6	-1.9	0.7	-1.8	6.5	-2.1
CAL PDZ FP-2	-2.2	-10.1	-2.3	-1.2	0.1	-1.5
phage Ecoli inh	1.9	5.2	-1.1	2.8	6.2	1.7
Ecoli viability	-5.9	3.3	1.6	-0.2	0.6	0.6
SR-BI uptake up	-73.1	25.2	-30.2	1.3	0.3	-60.7
Wnt act	x	-0.4	x	-12.5	-0.6	-4.5
CAL PDZ FP-1	1.1	1.5	-1.8	-2.5	-2.3	7.4
AddAB inh	-1.3	1.9	-1.2	3.1	3.8	0.2
MITF TRPM1 HTS	6.6	10.2	-2.8	-21.8	x	-6.0

[37] O=C(O)c1ccc2c(=O)n(-c3ccc(F)cc3)c(=S)[nH]c2c1
[38] O=C(O)c1ccc(C=NNC(=O)c2ccccc2NS(=O)(=O)c2cccs2)cc1
[39] CCCn1nc(NC(=O)C(C)(C)C)c2cc3cc(OC)ccc3nc21
[40] CCOC(=O)Cn1c(=O)oc2cc(S(=O)(=O)N3CCC(N4CCCCC4)CC3)ccc21
[41] O=C(Cn1c(=O)n(CC(=O)N2CCCCC2)c(=O)c2sccc21)NCc1ccccc1
compound no.	37	38	39	40	41
SR-BI HDL uptake	-9.7	-18.2	31.9	-18.0	-27.6
Tat export inh	0.3	2.3	5.8	-7.1	-5.7
CAL PDZ FP-2	0.6	-1.9	-0.3	-1.4	-1.1
phage Ecoli inh	1.6	2.4	1.4	3.6	-2.2
Ecoli viability	-1.7	1.2	-1.9	-0.1	-1.9
SR-BI uptake up	9.7	18.2	-31.9	19.7	27.6
Wnt act	1.0	1.1	1.5	-0.1	-1.7
CAL PDZ FP-1	8.0	-3.3	-1.0	x	1.7
AddAB inh	1.4	2.4	-4.5	-2.6	5.2
MITF TRPM1 HTS	1.6	-9.2	x	x	-8.8
